High-throughput results from PubChem.
tim10-1 inh – growth inhibitors of tim10-1 mutant yeast, primary screen, luminescence, uHTS | inhibition, % at 20 µM | S. cerevisiae tim10-1 ts strain growth, BacTiter-Glo, 24 h | hit rate 2.2% among 330,000;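 active = inhibition of at least 40%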;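 note: mutant grown at 25 °C; 0% = DMSO wells with yeast and 100% = wells holding no yeast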
APJ antag – antagonists of human apelin receptor APJ, primary screen, CHO-K1 cells, beta-arrestin complementation, luminescence; inhibition, % at 20 µM; hit rate 0.32% among 330,000; AID 2521, 2010;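 active = inhibition above about 40% at 20 µM, limit read from the data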;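 note: cells challenged with 10 nM apelin-13 agonist together with compound; plate controls were apelin-13 plus DMSO wells for no effect and DMSO wells lacking apelin-13 for full effect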
Target sequence (P35414 whole entry, looked up): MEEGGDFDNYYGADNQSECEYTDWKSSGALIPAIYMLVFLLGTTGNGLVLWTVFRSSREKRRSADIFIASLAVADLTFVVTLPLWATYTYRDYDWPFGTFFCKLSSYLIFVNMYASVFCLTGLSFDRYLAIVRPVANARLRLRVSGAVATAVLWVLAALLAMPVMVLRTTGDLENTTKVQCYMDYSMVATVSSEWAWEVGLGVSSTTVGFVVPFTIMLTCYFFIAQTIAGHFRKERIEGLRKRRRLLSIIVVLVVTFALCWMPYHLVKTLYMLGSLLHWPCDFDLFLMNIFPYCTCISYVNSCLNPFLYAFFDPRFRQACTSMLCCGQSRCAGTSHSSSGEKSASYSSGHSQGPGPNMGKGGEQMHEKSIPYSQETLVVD
NALP3 yeast inh – NALP3 inflammasome inhibitors in reconstituted yeast, primary screen, luminescence, uHTS | hit rate 0.39% among 330,000 | Yeast reconstituted NLRP3/ASC/caspase-1, beta-gal luminescence, 24 h | inhibition, % at 10 µM | AID 2825, 2010;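 active = inhibition of 50% or more; inactive = inhibition below 50%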;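 note: plate controls were induced DMSO wells for no effect and uninduced yeast grown without galactose for full effect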
MIN6 prolif – inducers of MIN6 beta-cell proliferation, primary screen, ATP luminescence, uHTS; MIN6 cells proliferation, ATPlite luminescence, 48 h; cells starved in 0.2% serum; 100% = growth in 10% serum; proliferation, % at 10 µM; hit rate 0.29% among 330,000; AID 2380, 2010;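 active = compounds whose signal lies at least 3.5 SD above the mean of all wells on their plate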;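 note: 0% = DMSO-treated cells in low-serum medium and 100% = 10% serum control; some compounds called inactive have numbers as strong as hits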
GRIN3A LBD mod – binders of NR3A ligand-binding domain, primary screen, biophysical, differential scanning fluorimetry, uHTS. Glutamate receptor ionotropic, NMDA 3A (GRIN3A) ligand-binding domain. AID 1259313, 2017. NR3A LBD differential scanning fluorimetry, Tm shift; 0% = protein alone, 100% = glycine-bound protein. hit rate 2.5% among 340,000. Tm shift relative to glycine control, % at 25 µM;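 active = melting temperature shift of at least 10% of the positive control shift, at one fixed dose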
TIM10 inh – growth inhibitors of isogenic TIM10 control yeast, primary screen, counter-screen for tim10-1 yeast inhibitor project, luminescence, uHTS; S. cerevisiae TIM10 strain growth, BacTiter-Glo luminescence, 24 h; inhibition, % at 10 µM; hit rate 1.4% among 330,000;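 active = inhibition of 40% or more at the single tested concentration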;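 note: wild-type TIM10 isogenic control strain grown at permissive 25 °C; 0% = DMSO yeast wells and 100% = minimal medium wells without yeast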
tim23-1 inh – growth inhibitors of tim23-1 mutant yeast, primary screen, luminescence, uHTS; inhibition, % at 20 µM; hit rate 1.3% among 330,000; S. cerevisiae tim23-1 growth, BacTiter-Glo luminescence, 24 h;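 active = growth inhibition of the mutant yeast at or above 50%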;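 note: temperature-sensitive mutant grown at 25 °C; plate controls were DMSO-treated mutant yeast for no effect and medium wells lacking yeast for full effect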
APJ agonist – agonists of human apelin receptor APJ, primary screen, CHO-K1 cells, PathHunter beta-arrestin, luminescence; 0% DMSO wells, 100% apelin; activation, % at 20 µM; hit rate 0.11% among 330,000;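 active = activation more than six SD over the plate average, tested at 20 µM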;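 note: 0% = DMSO alone and 100% = apelin-13 at 10 nM; some results filed as inactive read as strong as hits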
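Test system: CHO-K1 APJ beta-arrestin complementation cell line | Compound: Single test compound dose, 20 µM final, 1% DMSO | Incubation: Compound 90 min 25 °C, reagent 1 h | Measured by: beta-gal luminescence | Read-out basis: APJ–arrestin association signal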
MPTP inh – mitochondrial permeability transition pore inhibitors, primary screen, biochemical, isolated mouse mitochondria, absorbance; hit rate 1.4% among 360,000; inhibition, % at 10 µM; AID 602449, 2012; Ca2+ swelling absorbance, 30 min;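 active = inhibition of 50% or more, scaled per plate between neutral and stimulator controls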;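 note: 0% = DMSO wells given calcium and 100% = 1 mM EGTA wells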
* = called active by the depositor. This is a random part of the collection; 7.2% or so of the library scored in one or more.

SMILES	tim10-1 inh	APJ antag	NALP3 yeast inh	MIN6 prolif	GRIN3A LBD mod	TIM10 inh	tim23-1 inh	APJ agonist	MPTP inh
CO/N=C/C(=N\Nc1ccccc1)C(=O)c1ccccc1	7.4	29.3	23.2	-1.2	0.7	7.7	-1.8	-5.1	1.6
CCOC(=O)Cc1csc(NC(=O)c2c(O)c3ccccc3n(CC(C)C)c2=O)n1	9.9	16.5	18.1	-4.3	-23.3	17.4	16.2	2.6	2.9
CCS(=O)(=O)N1CCN(CC(=O)NC2CCCCC2)CC1	4.4	-4.1	-4.3	-2.8	3.0	-11.0	12.1	-0.8	-0.5
C/C(=N\NC(=O)c1ccccc1N)c1ccc(NC(=O)Cc2ccccc2)cc1	0.3	7.6	3.0	-1.9	-1.6	-0.7	6.9	-4.0	0.7
Cc1ccc(-c2cc(C(=O)Nc3cccnc3)c3ccccc3n2)s1	41.9*	-25.7	13.2	-4.0	-7.1	27.5	35.5	6.8	-0.7
CC(C)(C)c1ccc(CSc2ccc(S(=O)(=O)N3CCOCC3)cn2)cc1	18.1	3.5	9.5	-3.7	4.5	13.5	19.1	-3.4	0.5
CCOc1ccccc1Nc1nc(N)nc(CSc2nccc(C)n2)n1	21.2	12.2	-4.1	-2.4	-0.1	11.4	14.1	3.9	-3.1
Cc1ccc(S(=O)(=O)N2CCC[C@H]2C(=O)OCC(=O)c2ccc3c(c2)NC(=O)CO3)cc1	-6.2	-17.3	14.1	-0.4	-1.2	10.1	10.0	-1.4	7.5
C=CCn1c(SCC(=O)c2c(N)n(C3CC3)c(=O)[nH]c2=O)nnc1-c1ccccc1OC	-8.5	14.2	1.2	-0.7	1.6	1.6	-2.0	-2.4	0.6
COc1cc2c(cc1OC)[C@H](C)N(C(=S)Nc1ccc(F)cc1)CC2	14.1	9.7	13.1	0.1	-0.3	3.7	24.8	-3.5	4.4
Cc1ccc(C(=O)Nc2nc(C)c(C(=O)N(C)C)s2)o1	1.3	14.8	17.4	-4.0	-1.2	3.5	25.5	0.1	0.1
O=C(COC(=O)c1ccccc1O)Nc1cc(S(=O)(=O)N2CCCCCC2)ccc1Cl	2.4	2.7	2.0	-4.1	-5.9	10.7	17.1	-5.7	-2.4
C=CCNC(=O)c1onc(CSc2ccccc2C)c1C(=O)O	2.6	23.3	-6.1	-2.5	-0.6	-2.1	7.0	-2.4	-0.2
CCCCNC(=S)NNC(=O)c1nn(C)c(C)c1Cl	5.2	8.4	5.7	-0.9	-0.4	6.8	-2.1	-8.7	0.3
O=S1(=O)C[C@@H]2N=C(N/N=C/c3ccccc3)S[C@@H]2C1	1.5	10.2	8.0	3.0	6.8	8.0	7.5	-6.9	0.6
CC1CCCCN1C(=O)Nc1cccc(C(F)(F)F)c1 (stereo unspecified)	27.2	15.7	20.6	6.3	-0.1	9.1	19.0	-2.6	3.3
Cc1ccc(N2C(=O)CN(Cc3cccs3)C2=S)cc1C	33.0	3.9	-0.6	-5.9	-0.3	24.8	23.2	-0.7	-1.6
O=C(O)c1ccc(N2C(=O)C3ON(c4ccccc4)C(c4ccccc4F)C3C2=O)cc1 (stereo unspecified)	7.2	10.2	19.5	0.8	-1.3	8.5	8.8	-1.4	-0.4
CCCCC(CCC(=O)Nc1ccc(C(=O)OC)cc1)C(=O)O (stereo unspecified)	10.9	15.5	10.1	-0.2	-5.1	-1.4	14.7	3.6	-3.3
O=C(Cn1nnc(-c2ccncc2)n1)NCCc1ccccc1	-5.1	2.1	1.1	-1.2	0.3	0.4	-7.9	-3.7	0.4
S=c1[nH]nc(C2CCCCC2)n1/N=C/c1cccs1	43.2*	3.0	23.6	-0.6	0.3	41.5*	38.4	-3.0	-0.5
CCN(CC)CC(=O)NN(Cc1ccccc1)c1ccccc1	-2.8	5.1	11.3	-1.1	0.0	-11.8	-10.1	-1.0	2.7
Cc1ccc(NC(=O)CSCC(=O)NC2CCCCC2)cc1	15.1	-1.0	18.7	2.1	-7.7	8.4	-1.1	-1.5	4.3
O=C(O)Cn1cnc2ccccc2c1=O	0.0	10.4	14.1	-0.5	0.7	-0.2	-2.2	-2.6	-0.9
Cc1cc(SCc2ccccc2Cl)nc(=O)[nH]1	-11.8	10.2	14.2	-6.0	-2.5	0.3	7.5	-0.1	-0.1

The list continues.
SMILES	tim10-1 inh	APJ antag	NALP3 yeast inh	MIN6 prolif	GRIN3A LBD mod	TIM10 inh	tim23-1 inh	APJ agonist	MPTP inh
CCn1nc(C)c(NC(=O)/C=C/c2ccc(OC)c(COc3ccc(Cl)cc3Br)c2)c1C	26.8	15.4	21.7	-2.8	-1.1	23.4	4.3	-5.1	4.4
O=C(Nc1nccs1)C1CCCN1S(=O)(=O)c1cccc2cccnc12 (stereo unspecified)	22.5	-2.3	-13.7	-2.4	0.1	-5.4	30.2	1.9	-2.4
Cc1ccc(-c2n[nH]c3c2C(c2cccc(O)c2)N(c2ccc(C(=O)O)cc2)C3=O)cc1 (stereo unspecified)	-10.8	7.6	-3.8	-3.0	0.4	-6.8	7.9	-2.0	-0.7
COc1ccc(OCc2cc(C(=O)N3CCN(CC(=O)N(C)C)CC3)no2)c(Cl)c1	2.7	6.4	23.9	-3.0	0.0	8.3	6.3	-1.5	-0.4
COc1ccc(Cc2nc3ccc(C(=O)N(C)CCCN4CCOCC4)cc3o2)cc1	10.5	-20.6	9.9	-2.2	3.3	2.9	1.6	-2.0	1.0
COc1ccc2[nH]c(C)c(CCN(Cc3cccs3)C(=S)Nc3ccc(F)cc3)c2c1	28.3	-85.2	27.1	-4.9	0.3	13.0	23.1	-2.4	0.0
c1ccc(Oc2nc(Oc3ccccc3)nc(N3CCOCC3)n2)cc1	39.6	-2.8	14.0	-1.4	-1.4	6.2	26.9	-1.0	-5.3
O=C(NCCN1CCN(c2ccccc2)CC1)c1ccccc1F	-11.4	-27.8	22.8	1.9	-0.8	-8.8	-12.2	-2.0	-0.2
Cc1ccc2c(c1)nnn2C1CCN(CC(=O)c2ccc(Cl)cc2)CC1	18.2	11.3	4.6	0.3	0.2	-5.0	20.0	0.8	0.0
CC(=O)Nc1ccc(NC(=O)C2C3C=CC(C3)C2C(=O)O)cc1 (stereo unspecified)	7.2	-5.7	17.8	1.4	0.5	9.0	-5.0	-2.0	0.6
CN1CCN(C2CCCCC2NS(=O)(=O)c2ccc(Cl)cc2)CC1 (stereo unspecified)	1.4	19.6	21.0	-0.4	-3.2	-1.0	-4.0	-3.6	0.4
COc1ccccc1NC(=O)Cn1cnc2c(oc3ccccc32)c1=O	-10.6	-9.8	14.5	0.1	0.3	14.3	33.3	-2.1	-1.1
CSc1ccccc1NC(=O)CN(C)C(=O)/C=C/c1ccccc1	5.9	17.7	17.6	-2.8	-4.0	6.1	20.2	-3.0	0.7
CC1=C(C(=O)N2CCCCC2)C(c2cccs2)NC(=O)N1 (stereo unspecified)	4.3	3.2	-6.3	-0.1	1.4	4.2	8.3	-2.5	-1.8
COCc1ccc(CN2CCCC(CO)(Cc3ccccc3)C2)o1 (stereo unspecified)	-5.8	9.7	-0.2	-1.7	-0.4	-4.6	1.8	-3.4	-1.3
COc1ccc(N2CCN(C(=O)c3ccc(N4C(=O)NC5CC4(C)Oc4ccccc45)cc3)CC2)cc1 (stereo unspecified)	10.1	0.2	-5.3	-1.8	-1.6	0.8	2.2	-2.3	-2.4
Cc1cc2ccccn2c1C(=O)c1ccc([N+](=O)[O-])cc1[N+](=O)[O-]	7.0	-27.1	23.2	-2.0	-3.1	-5.7	11.0	6.3	-1.8
CCOc1ccc(NC(=O)C2CCC(CNc3c(N4CCOCC4)c(=O)c3=O)CC2)cc1 (stereo unspecified)	4.8	-4.9	7.0	-0.6	0.1	-1.1	8.8	-3.8	-0.5
O=C(NC1CC1)C1CCN(S(=O)(=O)c2ccc(Cl)c([N+](=O)[O-])c2)CC1	-3.7	-5.4	13.5	-7.5	1.8	3.8	2.3	-1.4	-3.0
COC(=O)CSc1nnc2cc(C)c3ccccc3n12	12.7	13.1	-0.2	0.6	-2.1	14.0	14.0	-4.2	1.6
CCc1ccccc1Nc1nc(-c2cccnc2)cs1	23.0	8.4	19.5	0.0	0.9	-9.6	45.1	-2.5	2.4
CCOCCCNC(=O)C(Cc1ccccc1)NC(=O)c1ccco1 (stereo unspecified)	12.3	17.4	5.4	-2.9	-1.0	6.7	1.4	-3.1	14.1
CCC(=O)OC1CC(C)N(C(=O)c2ccccc2)c2ccc(C)cc21 (stereo unspecified)	22.0	12.9	11.8	-0.5	-0.3	16.6	11.7	-6.2	14.5
COC(=O)c1ccc2c(c1)C(=O)N(C1CCCCC1)C2=O	-2.9	1.0	6.9	-2.6	2.8	1.6	15.5	-2.8	-1.3
CCSc1nc2sc3c(c2c(=O)n1-c1ccc(OC)cc1)CCN(C)C3	0.5	5.2	32.1	-4.1	-1.7	-14.2	-8.7	-3.8	0.4

(next part)
SMILES	tim10-1 inh	APJ antag	NALP3 yeast inh	MIN6 prolif	GRIN3A LBD mod	TIM10 inh	tim23-1 inh	APJ agonist	MPTP inh
COc1ccccc1-c1nnc(SCC(=O)c2c(N)n(C3CC3)c(=O)[nH]c2=O)n1C	-8.0	13.0	12.4	-2.6	-3.0	3.3	4.3	-2.2	1.2
COC(=O)Cn1cc(C(=O)C2CC2)c2ccccc21	3.8	3.7	-22.5	-0.9	1.7	19.1	18.1	0.6	-1.6
C=CCNc1ncnc2ccccc12	-18.0	-18.1	16.5	-1.7	-0.6	-2.1	-6.4	1.5	-0.5
CC(C)c1ccc(C2/C(=C(/O)c3ccc(F)cc3)C(=O)C(=O)N2CCCN2CCOCC2)cc1 (stereo unspecified)	13.4	15.7	-20.5	-2.9	0.0	4.9	6.8	-2.3	0.6
COc1ccccc1NC(=S)N(Cc1cccs1)C1CCCC1	39.6	-0.5	-16.5	-0.1	6.2	28.5	30.9	-1.5	0.3
COc1cccc(CC(=O)OC(C)C(=O)Nc2ncc(Cl)cc2Cl)c1 (stereo unspecified)	9.8	4.3	4.8	5.3	-0.9	-3.6	12.6	-0.3	-1.4
CCOC(=O)c1c(C)[nH]c(C)c1C(=O)COC(=O)/C=C/c1ccc(Cl)cc1	6.8	-23.1	14.8	-2.0	-19.8	12.2	21.2	-0.2	1.7
CC(C)(C)c1ccc(C(=O)N2CCN(c3ccc(N4CCOCC4)nn3)CC2)cc1	-3.3	-4.3	9.3	-3.5	1.2	-10.1	2.4	-2.5	-0.7

Given in markdown: 2 of the compounds above
| SMILES | tim10-1 inh | APJ antag | NALP3 yeast inh | MIN6 prolif | GRIN3A LBD mod | TIM10 inh | tim23-1 inh | APJ agonist | MPTP inh |
| --- | --- | --- | --- | --- | --- | --- | --- | --- | --- |
| Cc1ccc2c(c1)nnn2C1CCN(CC(=O)c2ccc(Cl)cc2)CC1 | 18.2 | 11.3 | 4.6 | 0.3 | 0.2 | -5.0 | 20.0 | 0.8 | 0.0 |
| CC(=O)Nc1ccc(NC(=O)C2C3C=CC(C3)C2C(=O)O)cc1 (stereo unspecified) | 7.2 | -5.7 | 17.8 | 1.4 | 0.5 | 9.0 | -5.0 | -2.0 | 0.6 |
